Screening data (PubChem)
RXFP1 ag: activates the human relaxin receptor RXFP1; HEK293T-RXFP1 cAMP TR-FRET, 30 min; response scale: percent of porcine relaxin response, buffer zero; Potency, µM (doses to about 57.5 µM), for inactives: at the top dose activation, usual class: activators; 370,000 tested, 0.3% active; AID 2676; further: potency means the concentration at half of the fitted maximal effect; on the % scale 0 is the no-effect control and ±100 the full control effect; nearly all actives have a fitted effect of over 60% in size; many of its hits are not listed in these tables
Target sequence (Q9HBX9 whole entry, looked up): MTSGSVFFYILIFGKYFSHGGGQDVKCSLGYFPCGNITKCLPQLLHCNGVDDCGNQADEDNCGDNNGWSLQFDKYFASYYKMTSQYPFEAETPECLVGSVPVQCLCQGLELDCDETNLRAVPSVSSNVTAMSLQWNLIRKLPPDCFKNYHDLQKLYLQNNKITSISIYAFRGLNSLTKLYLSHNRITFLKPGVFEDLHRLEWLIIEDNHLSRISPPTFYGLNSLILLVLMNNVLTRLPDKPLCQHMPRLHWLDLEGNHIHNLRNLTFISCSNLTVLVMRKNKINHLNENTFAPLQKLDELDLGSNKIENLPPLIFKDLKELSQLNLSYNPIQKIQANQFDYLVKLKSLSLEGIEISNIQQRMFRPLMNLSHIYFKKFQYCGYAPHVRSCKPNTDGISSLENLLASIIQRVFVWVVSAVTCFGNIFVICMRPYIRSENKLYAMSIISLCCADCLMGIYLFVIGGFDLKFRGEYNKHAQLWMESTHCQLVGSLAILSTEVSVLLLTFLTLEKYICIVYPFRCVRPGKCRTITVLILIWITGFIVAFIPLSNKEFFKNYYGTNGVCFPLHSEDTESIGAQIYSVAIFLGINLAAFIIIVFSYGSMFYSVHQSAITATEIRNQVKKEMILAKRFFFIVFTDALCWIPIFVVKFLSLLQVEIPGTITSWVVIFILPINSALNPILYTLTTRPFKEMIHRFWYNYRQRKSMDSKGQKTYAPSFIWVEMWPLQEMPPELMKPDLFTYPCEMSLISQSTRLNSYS
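cAMP rise read by TR-FRET after 30 min, 37C compound exposure (up to 58 uM) in RXFP1-transfected HEK293 cells with Ro 20174 present. EC50 from Hill-equation fits, with 29 nM porcine relaxin as 100% and buffer as basal.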
Vif-APOBEC3G blk: inhibitors of Vif-APOBEC3G interaction; Potency, µM (highest dose often 46.1 µM), without a hit: at the top dose activity, negative = active, actives largely listed as inhibitors; Q9HC16; 410,000 tested, 0.076% active; AID 602310; HeLa A3G-eYFP + Vif (tagged APOBEC3G with the HIV-1 protein that degrades it), YFP fluorescence, overnight;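 further: potency means the concentration at half of the fitted maximal effect; on the % scale 0 is the no-effect control and ±100 the full control effect; nearly all actives have a fitted effect of over 60% in size; hits raise eYFP signal because A3G escapes Vif-driven loss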
Target sequence (Q9HC16 whole entry, looked up): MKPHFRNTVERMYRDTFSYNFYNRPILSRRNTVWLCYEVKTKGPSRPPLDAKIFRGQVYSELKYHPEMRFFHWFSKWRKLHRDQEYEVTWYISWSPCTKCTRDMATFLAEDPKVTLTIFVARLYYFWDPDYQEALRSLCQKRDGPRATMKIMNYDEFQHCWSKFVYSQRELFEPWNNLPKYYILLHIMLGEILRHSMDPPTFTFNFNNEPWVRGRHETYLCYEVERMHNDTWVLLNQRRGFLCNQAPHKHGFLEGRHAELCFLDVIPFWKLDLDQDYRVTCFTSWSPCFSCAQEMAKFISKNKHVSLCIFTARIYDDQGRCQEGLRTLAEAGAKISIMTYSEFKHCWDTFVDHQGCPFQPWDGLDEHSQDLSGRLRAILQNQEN
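HeLa cells stably expressing Vif and C-terminally eYFP-tagged A3G, seeded overnight at 37 deg C, then exposed to compound by pintool overnight at 37 deg C. Rise in yellow fluorescence (Ex 488/Em 500-530, Acumen) marks blocked Vif-driven A3G degradation.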
LDHA block: blocks human lactate dehydrogenase A; purified LDHA, NADH/diaphorase-resazurin fluorescence; hits give low values; AID 1347041; 480,000 tested, 0.15% active; activity change, % (values are at about 110 or 230 µM); in the data active means activity change below about -30%; inconclusive means mostly about -25% to -30%;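 further: plate controls were DMSO wells for no effect and wells without enzyme for full effect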
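LDH5 2 nM; NADH 0.06 mM, pyruvate 0.2 mM; 200 mM Tris pH 7.4, EDTA, Tween-20; 5 min RT. Detection: diaphorase 0.133 mg/mL + resazurin 37 µM, fluorescence ex540/em590 at 0 and 20 min; normalized to enzyme-free and DMSO wells.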
D1 antagonist: human D1 dopamine receptor antagonism; activity change, negative = inhibition, % at 10 µM; HEK293 TREx D1 cells, calcium flux, dopamine EC80; hits give low values; 360,000 tested, 3.2% active; P21728; in the data active means activity change below about -30%; further: on the % scale 0 is the no-effect control and ±100 the full control effect
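Inducible Hek293 Trex D1 cells (tetracycline, overnight, 30 C). Calcium dye 30–90 min RT. Antagonist mode: EC80 dopamine added after 180 s compound read.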
D1 potentiator: potentiators of human D1 dopamine receptor; 360,000 tested, 0.036% active; HEK293 TREx D1 cells, calcium flux, dopamine EC20 potentiation; P21728; potentiation, % at 10 µM; in the data active means potentiation above about 30%; further: 0% is about no effect
D2 PAM: positively modulates the human D2 dopamine receptor allosterically. P14416. HEK293 T-REx D2, calcium flux, EC20 dopamine potentiation. potentiation, % at 10 µM. 340,000 tested, 0.34% active. AID 485347;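 active means potentiation over 3 SD above the plate norm, cut at about 30% in these data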; further: 0% is about no effect
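Potentiation of an EC20 dopamine calcium response is measured in a force-coupled, tetracycline-inducible Hek293 Trex D2 line. Compound-only kinetic reads over 180 s flag agonists before dopamine addition.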
GRP78 ERSR act: inducers of ER stress response in human glioma cells; U87-MG GRP78 promoter luciferase reporter, 16 h; Potency, µM, for inactives: top-dose activation, hits mostly activators; 420,000 tested, 0.02% active; further: potency means the concentration at half of the fitted maximal effect; series mostly up to about 76 µM; % of control where 0% means no effect; nearly all actives have a fitted effect of over 35% in size
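ERSR induction read as luciferase luminescence (Bright-Glo, 10 min at room temperature) in stably transfected human U87-MG glioma cells exposed to compounds for 16 h, using GRP78 as sensor.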
Vif-APOBEC3F blk: Vif-A3F binding inhibition | HeLa A3F-eYFP + Vif (tagged APOBEC3F with the HIV-1 protein that degrades it), YFP fluorescence increase | Potency, µM (series often up to 46.1 µM), for the others: top-dose activity, negative = active | 390,000 tested, 0.2% active | AID 602313; further: potency means the concentration at half of the fitted maximal effect; % of control where 0% means no effect; nearly all actives have a fitted effect of over 65% in size
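HeLa cells stably expressing Vif plus C-terminally eYFP-tagged A3F were seeded, incubated overnight at 37 deg C, dosed with compound, incubated overnight again at 37 deg C. Yellow fluorescence (Ex 488/Em 500-530) reported blocked Vif-mediated A3F-eYFP degradation.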
D1 ag: activates the human D1 dopamine receptor. P21728. HEK293 T-REx D1 cells, calcium flux, agonist mode. activation, % at 2 µM. 360,000 tested, 1% active. AID 504660; in the data active means activation above about 30%; further: 0% is about no effect
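Tetracycline-induced HEK293 TREx D1 cells, force-coupled to calcium signalling, were dye-loaded with a no-wash calcium kit. Compound was pin-added after a 10 s baseline. Fluorescence was read kinetically at 1 cycle/s for 180 s, with calcium rises flagged as agonism.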
The depositor's hits bear a star; ? = inconclusive; / = no result given; & = joins results of further samples. Unless noted, the call rests on the fitted dose curve; in most records, active means well fitted curve in the direction sought with a large enough effect; inconclusive means small, poorly fitted or top-dose-only effect, or another doubt; inactive means no such curve, though single readings can be large; an effect the other way counts as inactive or inconclusive. The list is partial (hit frequency here may not be typical).

SMILES	RXFP1 ag	Vif-APOBEC3G blk	LDHA block	D1 antagonist	D1 potentiator	D2 PAM	GRP78 ERSR act	Vif-APOBEC3F blk	D1 ag
O=C(NCc1ccccn1)c1cc(-c2ccc(Cl)cc2)oc1C(F)(F)F	-0.8%	0.5%	2.3	2.3	-3.2	-3.5	-2.9%	-5.9%	-0.4
Cc1cccc(NC(=S)NN2CCOCC2)c1C	-0.7%	2.3%	-3.4	-6.4	1.6	0.7	-2.1%	0.5%	2.5
CC1(C)CC(=O)C(C2C3=C(CC(C)(C)CC3=O)Oc3ccccc32)C(=O)C1 (configuration not stated)	-1.3%	-1.1%	1.6	8.2	-5.0	-2.7	-4.1%	-3.5%	2.0
COc1ccc(F)cc1S(=O)(=O)NCCc1c(C)[nH]c2c(Cl)cccc12	-0.4%	2.6%	0.2	-20.2	1.8	1.1	0.3%	3.5%	10.2
CC(C)n1nc(C(=O)NNC(=O)c2ccncc2)c2ccccc2c1=O	0.7%	0.0%	-6.7	27.8	-4.5	2.0	-1.4%	-7.5%	1.0
CN1CCN(c2ccc(NC(=O)c3ccccc3)cc2)CC1	-4.7%	3.8%	-7.6	-27.4	-11.3	5.1	-9.3%	-7.0%	2.2
CC(C)C(NC(=O)C1CCC(C(C)(C)C)CC1)C(=O)NCCCN1CCCCC1 (configuration not stated)	1.4%	6.4%	0.3	11.0	-0.6	3.2	1.3%	18.2%	4.1
CCOC(=O)c1c(-c2ccc(C)cc2)csc1NC(=O)c1cc(-c2ccc(C)c(F)c2)on1	0.9%	-7.8%	-2.3	-13.5	1.1	8.4	-2.8%	1.0%	1.7
C=C(C)C1Cc2c(C)nn(-c3cccc4ccccc34)c2C1 (configuration not stated)	1.5%	-17.9%	0.2	10.7	1.9	14.5	-1.4%	-8.5%	8.2
CC(C)CCn1c(-c2nonc2N)nc2ccccc21	0.7%	-21.1%	0.7	-33.2*	-5.0	32.8*	-9.9%	0.0%	1.9
CCCN(C(=O)c1ccccc1N)c1c(C)n(C)n(-c2ccccc2)c1=O	0.0%	-6.0%	-4.5	6.0	8.4	0.6	-0.8%	-1.4%	1.9
CCC(=O)N1CCc2cc(Br)cc(S(=O)(=O)CCC(=O)Nc3ccc(CC)cc3)c21	-1.4%	4.1%	-6.3	-6.9	1.6	-14.8	-2.6%	-2.6%	1.8
COc1cc(C2C3=C(CCCC3=O)Nc3c2c(C)nn3-c2cccc(C)c2)cc(OC)c1O (configuration not stated)	-0.3%	5.2%	37.2	-12.6	-7.7	8.1	-1.1%	-21.2%	8.4
CCn1c(=O)c(C(=O)NNS(=O)(=O)c2ccc(Br)cc2)c(O)c2ccccc21	-1.2%	-2.4%	0.1	-11.5	-3.0	0.1	-0.6%	-1.0%	1.2
Cc1ccc2c(CC(=O)OC(C)C(=O)Nc3ncc(Cl)cc3Cl)coc2c1 (configuration not stated)	0.1%	0.7%	-0.2	-4.7	-6.2	-0.6	-2.5%	5.8%	8.0

Part of the list above, with values under each structure.
Below each SMILES: RXFP1 ag, Vif-APOBEC3G blk, LDHA block, D1 antagonist, D1 potentiator, D2 PAM, GRP78 ERSR act, Vif-APOBEC3F blk, D1 ag
CCOC(=O)c1c(-c2ccc(C)cc2)csc1NC(=O)c1cc(-c2ccc(C)c(F)c2)on1
    0.9%, -7.8%, -2.3, -13.5, 1.1, 8.4, -2.8%, 1.0%, 1.7
C=C(C)C1Cc2c(C)nn(-c3cccc4ccccc34)c2C1 (configuration not stated)
    1.5%, -17.9%, 0.2, 10.7, 1.9, 14.5, -1.4%, -8.5%, 8.2
CC(C)CCn1c(-c2nonc2N)nc2ccccc21
    0.7%, -21.1%, 0.7, -33.2*, -5.0, 32.8*, -9.9%, 0.0%, 1.9
CCCN(C(=O)c1ccccc1N)c1c(C)n(C)n(-c2ccccc2)c1=O
    0.0%, -6.0%, -4.5, 6.0, 8.4, 0.6, -0.8%, -1.4%, 1.9
CCC(=O)N1CCc2cc(Br)cc(S(=O)(=O)CCC(=O)Nc3ccc(CC)cc3)c21
    -1.4%, 4.1%, -6.3, -6.9, 1.6, -14.8, -2.6%, -2.6%, 1.8
COc1cc(C2C3=C(CCCC3=O)Nc3c2c(C)nn3-c2cccc(C)c2)cc(OC)c1O (configuration not stated)
    -0.3%, 5.2%, 37.2, -12.6, -7.7, 8.1, -1.1%, -21.2%, 8.4

The list continues.
SMILES	RXFP1 ag	Vif-APOBEC3G blk	LDHA block	D1 antagonist	D1 potentiator	D2 PAM	GRP78 ERSR act	Vif-APOBEC3F blk	D1 ag
COc1ccccc1OCC(=O)Nc1ccc(S(=O)(=O)Nc2cc(C)on2)cc1	-0.7%	0.9%	-9.3	-2.8	-7.9	/	-0.6%	-2.1%	1.8
COc1cccc(CNC(=O)C(=O)NCC(c2cccs2)S(=O)(=O)c2ccccc2)c1 (configuration not stated)	4.8%	2.7%	1.1	10.2	4.8	-2.4	-2.1%	3.1%	4.9
Cc1ccccc1Oc1nc(-c2ccccn2)nc2ccccc12	3.7%	-6.8%	1.9&3.8	0.6	12.4	0.7	0.6%	8.8%	11.6
CCc1ccc(CNC(=O)c2ccc3nc(C4CCCCC4)oc3c2)nc1	-0.2%	/	/	13.6	1.2	-2.5	/	/	3.3
O=C(NCCN1CCCCC1)Nc1ccc(F)cc1	0.3%	0.2%	-8.8	9.1	-0.8	1.3	-1.4%	3.8%	3.0
O=C(Cn1nc(-c2ccc(Cl)cc2)c2ccccc2c1=O)NCC1CCCO1 (configuration not stated)	4.4%	1.7%	-9.8	11.6	1.4	2.2	-8.9%	-3.5%	0.8
CC(c1ccco1)N(C(=O)c1cccc(Br)c1)c1ccccn1 (configuration not stated)	1.3%	-4.2%	5.6	32.2	-8.8	/	4.0%	-5.5%	-0.4
O=C(NC1CCOc2ccccc21)C1CCCC1 (configuration not stated)	0.9%	0.8%	-2.2	-8.8	-8.8	/	-4.8%	-6.1%	-0.1
O=C(Nc1cc(C(F)(F)F)ccc1F)C1CCC1	-0.7%	-0.9%	-4.0	7.5	-0.9	2.2	-2.5%	2.4%	0.1
COC(=O)c1ccc(NC(=O)CCn2c(=O)oc3ccccc32)cc1	0.2%	0.1%	0.8	9.4	-2.7	4.5	-0.3%	3.7%	2.3
C=C(C)C(=O)Oc1ccc(N2C(=O)[C@@H]3C4C=CC(C4)[C@@H]3C2=O)cc1	0.0%	0.3%	-12.0	4.9	-6.0	-3.0	9.0%	?	0.1
O=C(CC(=O)NC1CCCCC1)N/N=C/c1ccc(Cl)cc1	1.4%	-1.2%	-11.5	5.2	-5.7	-5.3	-3.2%	-5.4%	0.4
O=C(COCC(=O)N1CCOCC1)N1CCOCC1	-0.3%	1.1%	-3.5	-7.8	-3.3	3.0	-5.2%	0.4%	2.3
C=C(Cl)COC(=O)[C@H]1C2C=CC(C2)C1C(=O)O (some centres not stated)	-1.5%	0.0%	0.2	-14.3	-20.9	12.5	-3.1%	-6.4%	1.8
OC(COCC1COc2ccccc2O1)CN1CCc2ccccc2C1 (configuration not stated)	0.4%	0.9%	-6.5	-17.3	-10.2	/	?	3.7%	32.9*
CCOC(=O)c1c(NC(=S)N2CCOCC2)sc2c1CCN(C(=O)OCC)C2	3.9%	?	-3.0	-1.1	1.6	11.1	-15.4%	-4.3%	5.3
CC(=O)Nc1cccc(NC(=O)COc2ccc3c(c2)OCO3)c1	-0.4%	1.6%	-4.3	-1.0	-6.8	1.2	5.1%	6.0%	7.5
O=C(COC(=O)c1ccc(C(F)(F)F)cc1)Nc1cccc(S(=O)(=O)N2CCCCC2)c1	-0.8%	2.7%	-2.3	-16.4	1.2	3.6	-4.0%	-1.4%	2.0
CCN1C(=O)c2cccc3c(S(=O)(=O)N4CCC(C)CC4)ccc1c23	4.0%	2.1%	2.5	0.7	-1.9	-3.5	0.2%	6.5%	3.2
CC(Oc1ccc(Br)cc1Br)C(=O)Nc1cccnc1Cl (configuration not stated)	4.2%	-0.2%	2.2	7.0	5.3	9.5	4.5%	-5.0%	3.4
Cc1ccc(NC(=O)CN(C)C(=O)COC(=O)c2nccnc2N)cc1	-1.3%	1.6%	3.0	1.9	3.3	-10.6	-2.5%	0.0%	2.5
CCCCCC(=O)Nc1cccc(C2=NOC3(C2)C[C@H](C(N)=O)N(C(=O)CC)C3)c1 (some centres not stated)	0.0%	-0.5%	-0.4	-5.8	-2.7	-6.3	-1.4%	-0.4%	4.6
COCCCn1cn[nH]c1=S	3.2%	0.9%	-10.7	-1.7	-2.5	-24.5	-3.0%	-8.0%	1.7
COc1cc(/C=C(\C#N)c2ccccn2)ccc1OCC(=O)Nc1cccc(C(F)(F)F)c1	-0.6%	-0.4%	-2.2	-0.1	-4.3	-8.2	-1.5%	-9.6%	10.3
COc1ccc([N+](=O)[O-])cc1N(CC(=O)NCCCOC(C)C)S(C)(=O)=O	-1.7%	0.3%	-0.9	1.0	-4.3	0.9	-1.8%	11.9%	0.8
CC(=O)NC(CC(=O)OCC(=O)c1cc(C)ccc1C)c1ccccc1 (configuration not stated)	/	-6.1%	0.2	/	/	/	-2.0%	-2.8%	/
O=C(Nc1cccc2c1C(=O)NC2=O)c1ccccc1[N+](=O)[O-]	3.1%	1.6%	-3.1	-16.6	-6.0	3.6	-5.5%	-3.1%	0.9
O=C(/C=C/c1ccc(F)cc1)NCCNC(=O)/C=C/c1ccc(F)cc1	-1.4%	-0.1%	1.0	-1.4	-3.9	2.7	-0.5%	9.5%	0.7
CCn1cc(C(=O)N2CC(C)CC(C)C2)c(=O)c2cc(S(=O)(=O)N3CCCC3)ccc21 (configuration not stated)	-0.4%	-5.1%	-6.1	1.2	0.6	4.1	-6.2%	0.8%	2.2
Cc1nn(-c2ccccc2)nc1C(=O)OCC(=O)N1CCCCC1C (configuration not stated)	/	0.5%	0.7	/	/	/	3.2%	4.6%	/
COc1cc2c(cc1OC)C(C)N(C(=O)c1cccs1)CC2 (configuration not stated)	1.3%	?	-2.7	0.1	-5.2	-9.9	-6.8%	-1.9%	1.1
C=CCON1C(=O)C(=O)N(OCC=C)[C@H]2CCCC[C@H]21	0.1%	-3.4%	-4.3	2.9	2.5	-9.6	-2.4%	7.6%	0.8
